# GPR55 LPI antagonism: inhibition of LPI-stimulated GPR55 beta-arrestin translocation – imaging, U2OS, beta-arrestin-GFP, LPI agonist, primary screen (AID 2013) | U2OS GPR55 beta-arrestin-GFP translocation imaging, LPI antagonism; higher % means a stronger effect | actives 0.13% (n = 290,000) | inhibition, % at 10 µM; hits with a dose series show IC50 in µM;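 active means spots per cell inhibited over 60%, with over 100 cells counted and total cytoplasm intensity under 500,000; inconclusive means wells with under 100 cells, flagged as likely toxic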;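 further: U2OS cells stably carrying GPR55 and arrestin-GFP stimulated by 5 µM LPI near EC80; imaged beta-arrestin-GFP aggregate spots per cell after agonist stimulation; plate controls were LPI-stimulated DMSO wells for no effect and DMSO wells without LPI for full effect; some results filed as inactive read as strong as hits; confirmed hits need IC50 under 10 µM and bright autofluorescent wells are also inconclusive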
# NOD1 NF-kB reporter: inhibition of NOD1-driven NF-kB reporter – cell-based, luminescence, uHTS, primary screen (AID 1578). NOD1-driven NF-kB luciferase reporter cells, luminescence; higher % means a stronger effect. one-dose inhibition, % at 4 µM; EC50 in µM for titrated hits. actives 1% (n = 290,000); in the data active means inhibition mostly above about 36%, no sharp cut-off; inactive means mostly below about 34%;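 further: HEK-293T reporter cells stimulated with the NOD1 agonist gamma-tri-DAP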
# Rac1 GTP hydrolysis: MgcRacGAP GTPase-activating activity inhibitors, confirmation, biochemical, ADP Hunter fluorescence | MgcRacGAP-stimulated Rac1 GTP hydrolysis, ADP Hunter fluorescence; higher % means a stronger effect; GST-tagged Rac1 F28L mutant substrate | one-dose inhibition, % at 30 µM; IC50 in µM for titrated hits | actives 0.6% (n = 340,000);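 active means first-screen hits whose inhibition reached a set limit at any dose in the follow-up dose series; inconclusive means inhibition above the set first-screen limit but never retested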;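 further: fluorescence reports GDP produced by GAP-driven GTP hydrolysis; strong numbers were not always called active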
# KOR beta-arrestin-1: KOR antagonists, beta-arrestin recruitment, cell-based, luminescence, uHTS (AID 1778) | KOR beta-arrestin recruitment, luminescence, antagonist mode; higher % means a stronger effect | actives 0.091% (n = 290,000) | inhibition, % at 10 µM, or IC50 in µM where a hit was titrated; in the data active means inhibition above about 50%; further: strong numbers were not always called active
# KOR beta-arrestin-2: kappa opioid receptor activators – cell-based, luminescence, uHTS, primary screen (AID 1777); activation, % at 10 µM, or EC50 in µM where a hit was titrated; KOR beta-arrestin recruitment, luminescence; higher % means a stronger effect; actives 0.02% (n = 280,000); in the data active means activation above about 50%, passing the limit was not always enough; further: a part of the inactive calls stands beside numbers as strong as those of hits
# GPR55 beta-arrestin: selective activators of receptor GPR55 – imaging, U2OS cells, beta-arrestin-GFP redistribution, primary screen (AID 1961); U2OS GPR55 beta-arrestin-GFP redistribution imaging; higher % means a stronger effect; activation, % at 10 µM; hits with a dose series show EC50 in µM; actives 0.048% (n = 290,000);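 active means activation above 40% with more than 50 cells counted in the well; inconclusive means wells holding fewer than 50 cells, flagged as toxic or sparse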;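 further: U2OS osteosarcoma cells stably expressing GPR55 and beta-arrestin-GFP; plate controls were DMSO negative control for no effect and LPI positive control for full effect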
# GPR35 arrestin U2OS: inhibition of zaprinast-stimulated GPR35 beta-arrestin translocation – imaging, U2OS, beta-arrestin-GFP, zaprinast agonist, primary screen (AID 2058); U2OS GPR35 beta-arrestin-GFP translocation imaging, zaprinast antagonism; higher % means a stronger effect; one-dose inhibition, % at 10 µM; IC50 in µM for titrated hits; actives 0.052% (n = 290,000);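 active means inhibition of at least 50% with at least 30 cells and total cytoplasm GFP at most 10,000,000; inconclusive means under 30 cells or total GFP of 10,000,000 plus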
# NTR1 agonist: agonists of NTR1, primary screen, imaging, U2OS cells, beta-arrestin-GFP, high content (AID 493036). P30989. NTR1-U2OS beta-arrestin-GFP spot imaging, agonist mode. activation, % at 20 µM. actives 0.17% (n = 330,000);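 active means activation at or above 40% of the spot to cytoplasm intensity ratio, with at least 20 cells analyzed; inconclusive means wells under 20 cells, flagged as cytotoxic or low count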;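 further: 0% = DMSO without peptide and 100% = 100 nM NTR1 peptide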
# Target sequence (P30989 whole entry, looked up): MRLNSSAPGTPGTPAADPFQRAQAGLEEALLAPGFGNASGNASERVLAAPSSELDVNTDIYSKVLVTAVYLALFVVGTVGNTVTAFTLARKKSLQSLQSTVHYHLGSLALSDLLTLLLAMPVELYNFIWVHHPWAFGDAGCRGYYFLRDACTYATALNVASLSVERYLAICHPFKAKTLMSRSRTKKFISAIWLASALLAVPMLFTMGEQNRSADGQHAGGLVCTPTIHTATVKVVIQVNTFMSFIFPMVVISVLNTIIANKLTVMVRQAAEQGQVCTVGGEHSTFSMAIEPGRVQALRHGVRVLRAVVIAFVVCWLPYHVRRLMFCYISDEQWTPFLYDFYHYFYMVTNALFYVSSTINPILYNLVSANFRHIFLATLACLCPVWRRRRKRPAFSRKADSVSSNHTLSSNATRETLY
# K1F lysis inhibition: protection from phage-mediated lysis, alamar blue read-out – E. coli UTI89, K1F phage, bacterial capsule biogenesis inhibitors (AID 488966); E. coli UTI89 K1F phage lysis, alamar blue, 2 h; higher % means a stronger effect; inhibition, % at 100 µM; hits with a dose series show IC50 in µM; actives 0.02% (n = 340,000);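 active means phage lysis inhibition, versus mean bacterial control, above a set limit; inconclusive means no clear call, values can overlap the other calls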;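 further: capsule biogenesis inhibitors block K1F phage lysis so surviving cells raise fluorescence; higher fluorescence means more inhibition of phage lysis; actives were called in the ten point dose series up to 300 µM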
# NTR1 agonist cell count 20 µM: recorded beside NTR1 agonist, whose call it bears; cell count; measured here: cell count, cytotoxicity flag
# The depositor's hits bear a star; i = inactive; ? = inconclusive; / = not tested or not shown; [ ] = another dose, or the depositor's remark.
canonical_smiles	GPR55 LPI antagonism	NOD1 NF-kB reporter	Rac1 GTP hydrolysis	KOR beta-arrestin-1	KOR beta-arrestin-2	GPR55 beta-arrestin	GPR35 arrestin U2OS	NTR1 agonist	NTR1 agonist cell count 20 µM	K1F lysis inhibition
CCN1CCN(C(c2cc3cccc(C)c3[nH]c2=O)c2nnnn2Cc2ccccc2)CC1 (stereo not given)	4%	-33%	0%	4%	3.1%	-0.1%	-8%	-1.0	90	0.0%
CCc1cccc2c(C(=O)COC(=O)c3ccc([N+](=O)[O-])s3)c[nH]c12	5%	0%	6%	-3%	-4.3%	1.2%	8%	11	100	0.9%
COCCCNC(=O)C1=CCN(S(=O)(=O)c2ccc(OC)cc2)CC1	6%	-17%	9%	-29%	6.5%	0.0%	3%	0.5	51	2.8%
Cc1ccc(/C(N)=N/OC(=O)c2ccc(Cl)cc2Cl)cc1	10%	-72%	6%	-57%	7.3%	0.1%	-8%	2.1	46	0.0%
O=C(COC(=O)COc1ccc(Br)cc1)NCCC1=CCCCC1	-1%	-4%	6%	-5%	-5.8%	-0.2%	8%	-1.8	65	-0.3%
O=C(CCC(=O)N/N=C/c1ccc(Br)o1)N/N=C/c1ccc(Br)o1	4%	-1%	3%	0%	-0.6%	-0.1%	7%	-0.2	84	-0.1%
Cc1ccc(-n2c(C)n[nH]c2=S)cc1	-5%	-20%	-3%	4%	4.6%	0.2%	8%	/	/	-0.5%
COc1ccc(Nc2nc(N)nc(CN3CCN(c4ccc(F)cc4)CC3)n2)cc1	5%	-32%	-7%	-22%[20 µM]	/	-0.1%	-6%	0.1	89	-1.8%
COc1ccc(-c2c(NC(=O)c3ccco3)oc3ccc(Cl)cc3c2=O)cc1	-16%	-4%	5%	-25%	1.5%	0.0%	6%	0.6	75	-0.1%
COc1ccccc1N(CC(=O)NCC1CCCO1)C(=O)CCC(=O)Nc1cc(C)on1 (stereo not given)	-1%	-22%	3%	29%	1.0%	-0.1%	-9%	0.1	62	0.2%

# A portion taken from the entries so far, as a working copy:
canonical_smiles	GPR55 LPI antagonism	NOD1 NF-kB reporter	Rac1 GTP hydrolysis	KOR beta-arrestin-1	KOR beta-arrestin-2	GPR55 beta-arrestin	GPR35 arrestin U2OS	NTR1 agonist	NTR1 agonist cell count 20 µM	K1F lysis inhibition
CCN1CCN(C(c2cc3cccc(C)c3[nH]c2=O)c2nnnn2Cc2ccccc2)CC1 (stereo not given)	4%	-33%	0%	4%	3.1%	-0.1%	-8%	-1.0	90	0.0%
CCc1cccc2c(C(=O)COC(=O)c3ccc([N+](=O)[O-])s3)c[nH]c12	5%	0%	6%	-3%	-4.3%	1.2%	8%	11	100	0.9%
COCCCNC(=O)C1=CCN(S(=O)(=O)c2ccc(OC)cc2)CC1	6%	-17%	9%	-29%	6.5%	0.0%	3%	0.5	51	2.8%
Cc1ccc(/C(N)=N/OC(=O)c2ccc(Cl)cc2Cl)cc1	10%	-72%	6%	-57%	7.3%	0.1%	-8%	2.1	46	0.0%

# (listing goes on)
canonical_smiles	GPR55 LPI antagonism	NOD1 NF-kB reporter	Rac1 GTP hydrolysis	KOR beta-arrestin-1	KOR beta-arrestin-2	GPR55 beta-arrestin	GPR35 arrestin U2OS	NTR1 agonist	NTR1 agonist cell count 20 µM	K1F lysis inhibition
O=C(CCCN1C(=O)c2ccccc2C1=O)NCCc1ccc(OC(F)F)cc1	-2%	14%	8%	1%	-0.5%	0.3%	6%	-1.2	42	0.1%
O=C(CSc1nnnn1-c1ccccc1)c1ccc(O)cc1O	3%	-13%	7%	5%	0.0%	-0.1%	2%	-0.7	59	0.8%[50 µM]
O=C(Cc1ccccc1)N1CCc2ccccc21	4%	-19%	4%	12%	-2.2%	0.3%	-1%	0.1	53	0.2%
CCOC(=O)N1CCC(NC(=O)CSCc2nc(-c3ccc(OCC)cc3)oc2C)CC1	-2%	24%	5%	-38%	4.6%	-0.2%	-3%	2.4	52	0.1%
C=CCSC1=N/C(=C/c2ccsc2)C(=O)N1c1ccccc1	4%	-25%	6%	-21%	3.2%	0.1%	9%	22	61	0.6%[50 µM]
O=C(CNC(=O)c1ccco1)OCC(=O)c1ccccc1	-9%	10%	10%	41%	0.2%	-0.1%	16%	-0.4	95	0.5%
Cc1ccc(C(=O)Nc2c3c(nn2-c2ccccc2)CS(=O)(=O)C3)cc1C	11%	-34%	6%	8%	1.7%	-0.2%	4%	-0.4	58	0.1%
COC(=O)N/N=C/c1cn(Cc2c(Cl)cccc2Cl)c2ccccc12	0%	10%	9%	8%	-2.4%	0.0%	-18%	22	72	0.0%[50 µM]
COC(=O)c1sc2ccccc2c1-n1cccc1C(=O)C(=O)Nc1ccc(OC)cc1	-39%	19%	2%	-34%	8.0%	-0.1%	1%	0.0	46	0.7%
COc1ccccc1N(CC(=O)NC1CCCC1)C(=O)CCC(=O)Nc1ccccn1	10%	-30%	4%	14%	-2.8%	0.8%	6%	-2.7	56	0.0%
CCn1c(=N)n(CC(O)c2ccco2)c2ccccc21 (stereo not given)	-1%	11%	2%	-41%	-0.2%	-0.1%	-3%	-3.1	99	-0.1%
Cn1c(=O)cc(OCCCC(=O)NCCC2=CCCCC2)c2ccccc21	17%	-23%	7%	-32%	2.1%	-0.3%	4%	3.2	85	0.3%
S=c1[nH]nc(COc2ccccc2)n1/N=C/c1ccccc1Cl	-3%	8%	/	29%	-12%	0.0%	24%	0.0	84	0.0%
CCOC(=O)C1(CC2CCCCO2)CCN(S(=O)(=O)c2c(C)nn(C)c2C)CC1 (stereo not given)	-10%	-37%	5%	6%	-0.9%	-0.3%	2%	-0.4	25	-0.4%
O=C(c1ccccc1)c1ccc(-n2cnnc2)c([N+](=O)[O-])c1	10%	-20%	7%	-14%	1.9%	0.2%	5%	0.1	44	0.2%
CCOc1ccccc1C(=O)NC(C(=O)NCc1ccccc1OC)C(C)C (stereo not given)	17%	4%	-6%	-6%	-0.7%	-0.2%	5%	3.2	65	-0.6%
COc1cccc2cc(C(=O)Nc3cccnc3N3CCOCC3)c(=O)oc12	-1%	4%	2%	2%	-4.2%	0.3%	10%	-2.7	52	0.3%
CCOC(=O)N1CCN(c2c(NCCN(C)Cc3ccccc3)c(=O)c2=O)CC1	-1%	15%	8%	-16%	2.5%	-0.1%	6%	-0.4	82	-0.9%
COc1ccc2oc(=Nc3ccccc3)c(-c3nc4ccccc4[nH]3)cc2c1	7%	-42%	7%	0%	-1.5%	-0.1%	4%	2.5	44	4.6%
COCCNC(=S)Nc1cc2oc3ccccc3c2cc1OC	2%	-17%	18%	10%	-5.5%	-0.1%	-8%	0.9	72	0.0%

# By substructure, those above with bromine (two)
canonical_smiles	GPR55 LPI antagonism	NOD1 NF-kB reporter	Rac1 GTP hydrolysis	KOR beta-arrestin-1	KOR beta-arrestin-2	GPR55 beta-arrestin	GPR35 arrestin U2OS	NTR1 agonist	NTR1 agonist cell count 20 µM	K1F lysis inhibition
O=C(COC(=O)COc1ccc(Br)cc1)NCCC1=CCCCC1	-1%	-4%	6%	-5%	-5.8%	-0.2%	8%	-1.8	65	-0.3%
O=C(CCC(=O)N/N=C/c1ccc(Br)o1)N/N=C/c1ccc(Br)o1	4%	-1%	3%	0%	-0.6%	-0.1%	7%	-0.2	84	-0.1%

# (cont.)
canonical_smiles	GPR55 LPI antagonism	NOD1 NF-kB reporter	Rac1 GTP hydrolysis	KOR beta-arrestin-1	KOR beta-arrestin-2	GPR55 beta-arrestin	GPR35 arrestin U2OS	NTR1 agonist	NTR1 agonist cell count 20 µM	K1F lysis inhibition
CN(c1ccccc1C(=O)Nc1ccc(F)c(Cl)c1)S(C)(=O)=O	1%	-32%	5%	-34%[20 µM]	-3.4%	-0.1%	20%	0.2	55	-0.5%
COc1ccc(NC(=O)C2CCCN(S(=O)(=O)c3ccc4c(c3)CCCN4C(C)=O)C2)cc1 (stereo not given)	-23%	18%	3%	-22%	-1.5%	-0.1%	-1%	-0.5	70	0.1%
O=C(CSc1ccc(Cl)cc1)Nc1ccccc1Oc1ccccc1	-4%	-12%	2%	-11%	-3.3%	0.4%	3%	0.2	62	2.9%
COc1ccccc1C(=O)N(NC(=O)Oc1ccccc1)C(C)(C)C	10%	-8%	3%	-29%	14%	0.5%	12%	0.5	78	2.9%[50 µM]
COc1ccc(S(=O)(=O)N2C(=O)/C(=C3\SC(N)=NC3=O)c3ccccc32)cc1	12%	6%	8%	-18%	2.8%	0.0%	8%	3.1	49	-0.1%
Cc1ccc(NC(=O)NN2CCOCC2)cc1	13%	-18%	8%	-24%	-2.8%	0.0%	10%	0.8	52	0.0%
C/C(=N\NC(=O)c1nnn(-c2nonc2N)c1CN(C)c1ccccc1)c1cccs1	18%	-20%	4%	5%	-2.8%	0.2%	-1%	2.3	68	0.1%
Cc1cc(C)cc(NC(=O)Cn2c(=O)oc3cc(S(=O)(=O)N4CC(C)CC(C)C4)ccc32)c1 (stereo not given)	2%	11%	-2%	41%	-2.7%	-0.1%	4%	0.4	44	0.3%
COc1ccc(/C=N/n2c(-c3n[nH]c4c3CCC4)n[nH]c2=S)cc1	-1%	2%	?	8%	-3.3%	-0.1%	5%	0.5	53	i
CCN(CC)C(=O)Cc1ccccc1	1%	1%	5%	12%	-2.7%	1.9%	-6%	0.0	79	9.6%
c1ccc2sc(-c3ccc4c(c3)OCO4)nc2c1	7%	-99%	4%	27%	1.4%	0.2%	-1%	-1.5	80	0.9%
O=C(Nc1ccc(N2CCCC2)cc1)c1cc(Br)ccc1Cl	-4%	36%	19%	12%	-5.7%	0.2%	2%	4.5	67	0.8%
CNc1sc(C(=O)c2ccccc2F)c(N)c1-c1nc2ccccc2s1	19%	10%	8%	5%	1.7%	0.2%	6%	0.7	91	0.1%

# 4 entries from above, sorted by the value under KOR beta-arrestin-2, rising:
Molecule,KOR beta-arrestin-2
CN(c1ccccc1C(=O)Nc1ccc(F)c(Cl)c1)S(C)(=O)=O,-3.4%
O=C(CSc1ccc(Cl)cc1)Nc1ccccc1Oc1ccccc1,-3.3%
c1ccc2sc(-c3ccc4c(c3)OCO4)nc2c1,1.4%
COc1ccccc1C(=O)N(NC(=O)Oc1ccccc1)C(C)(C)C,14%

# The list is partial; the hit share may differ from the screen's.
